SENP7 block: SENP7 protease inhibitors, primary screen, biochemical, luminescence, uHTS; 1.5% of 330,000 active; AID 434973, 2010; inhibition, % at 5 µM; recombinant SENP7, Z-RLRGG-aminoluciferin luminescence, 40 min; Sentrin-specific protease 7 (Homo sapiens), Q9BQF6;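 active = inhibition above about 50% at the single test dose, limit read from the data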;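 note: plate controls were DMSO with enzyme for no effect and no enzyme buffer wells for full effect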
Target sequence (Q9BQF6 706-1050 limits assumed): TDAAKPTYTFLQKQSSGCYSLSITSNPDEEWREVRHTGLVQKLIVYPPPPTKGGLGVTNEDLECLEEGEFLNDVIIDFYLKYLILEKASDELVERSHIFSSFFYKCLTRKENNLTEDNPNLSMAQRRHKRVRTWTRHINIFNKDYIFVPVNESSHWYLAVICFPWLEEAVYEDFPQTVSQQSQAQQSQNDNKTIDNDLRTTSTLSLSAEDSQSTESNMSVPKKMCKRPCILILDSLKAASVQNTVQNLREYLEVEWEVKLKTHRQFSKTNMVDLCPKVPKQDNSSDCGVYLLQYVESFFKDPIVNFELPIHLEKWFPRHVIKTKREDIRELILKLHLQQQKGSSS
SENP6 block: SENP6 protease inhibitors, primary screen, biochemical, luminescence, uHTS; Recombinant SENP6 catalytic domain, aminoluciferin luminescence; Sentrin-specific protease 6 (Homo sapiens), Q9GZR1; inhibition, % at 10 µM; 1.8% of 330,000 active;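 active = inhibition above about 50% at the single tested dose, limit read from the data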;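 note: plate controls were DMSO wells with enzyme for no effect and DMSO wells lacking enzyme for full effect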
Target sequence (Q9GZR1 628-1112 limits assumed): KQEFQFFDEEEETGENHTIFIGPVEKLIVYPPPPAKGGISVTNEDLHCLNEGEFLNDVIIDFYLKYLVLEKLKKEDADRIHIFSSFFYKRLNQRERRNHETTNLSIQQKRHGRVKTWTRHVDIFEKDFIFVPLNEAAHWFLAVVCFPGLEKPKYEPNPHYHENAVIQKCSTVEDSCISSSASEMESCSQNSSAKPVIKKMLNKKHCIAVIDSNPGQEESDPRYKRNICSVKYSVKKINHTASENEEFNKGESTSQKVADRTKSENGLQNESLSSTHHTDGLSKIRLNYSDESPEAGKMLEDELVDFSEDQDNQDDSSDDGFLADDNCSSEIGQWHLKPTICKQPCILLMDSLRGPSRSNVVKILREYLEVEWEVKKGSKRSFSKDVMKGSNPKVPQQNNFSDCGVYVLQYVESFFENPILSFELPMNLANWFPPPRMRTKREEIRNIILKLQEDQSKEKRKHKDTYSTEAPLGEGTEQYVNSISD
beta cell repl: inducers of MIN6 beta-cell proliferation, primary screen, ATP luminescence, uHTS; MIN6 cells proliferation, ATPlite luminescence, 48 h; cells starved in 0.2% serum; 100% = growth in 10% serum; proliferation, % at 10 µM; 0.29% of 330,000 active; AID 2380, 2010;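 active = compounds whose signal lies at least 3.5 SD above the mean of all wells on their plate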;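 note: 0% = DMSO-treated cells in low-serum medium and 100% = 10% serum control; some compounds called inactive have numbers as strong as hits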
PfGluPho inh: PfG6PD enzyme inhibitors, primary screen, biochemical, fluorescence intensity, uHTS; PfGluPho enzyme, NADPH resazurin-diaphorase fluorescence; inhibition, % at 20 µM; 0.78% of 350,000 active; AID 504690, 2011;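 active = inhibition reaching at least a set limit at 20 µM in the primary screen, cut at about 59% in these data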;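 note: 0% = DMSO wells with substrate and 100% = DMSO wells lacking glucose-6-phosphate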
SENP8 block-1: human SENP8 protease inhibitors, primary screen, biochemical, fluorescence, Nedd8 protein substrate, uHTS. Sentrin-specific protease 8 (Homo sapiens), Q96LD8. recombinant SENP8. inhibition, % at 20 µM. 0.64% of 360,000 active. AID 602440, 2012; in the data active = inhibition mostly above about 40%, no sharp cut-off; inactive = mostly below about 27%
HKDC1 inhibitor: HKDC1 hexokinase inhibitors, primary screen, biochemical, fluorescence, uHTS | Q2TB90 | inhibition, % at 20 µM | 0.16% of 340,000 active | recombinant HKDC1, G6PDH/diaphorase resazurin coupled fluorescence;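 active = inhibition above about 35% when tested at 20 µM, limit read from the data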;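 note: plate controls were DMSO wells with enzyme for no effect and DMSO wells lacking enzyme for full effect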
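Material – in-house recombinant HK5 (HKDC1) enzyme · Quantity – HKDC1 at 5 µg/mL · Buffer or medium – pH 8.0 Tris buffer with 10 mM MgCl2 · Reagent – glucose with 1 mM ATP · Dosing – single 20 µM dose · Times – reaction time 90 min, room temperature, protected from light · Technique – resorufin fluorescence at 613 nm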
SENP1 inh: human SENP1 catalytic domain inhibitors, primary screen, biochemical, FRET, uHTS; AID 624204, 2012; inhibition, % at 10 µM; recombinant SENP1 catalytic domain, CyPet-SUMO1-YPet FRET cleavage; 0.21% of 360,000 active;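 active = inhibition at least 30% at 10 µM, raw YFP signal under a set limit, fluorescence ratio 0.5 to 1.5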;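 note: 0% = enzyme with DMSO and 100% = no enzyme wells; some results filed as inactive read as strong as hits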
Target sequence (Q9P0U3 419-644 limits assumed): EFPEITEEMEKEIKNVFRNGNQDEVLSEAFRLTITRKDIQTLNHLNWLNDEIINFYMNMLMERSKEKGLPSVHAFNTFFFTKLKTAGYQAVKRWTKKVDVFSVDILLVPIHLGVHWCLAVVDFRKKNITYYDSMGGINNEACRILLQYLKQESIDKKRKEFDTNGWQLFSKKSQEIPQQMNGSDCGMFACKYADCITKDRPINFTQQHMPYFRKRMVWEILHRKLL
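Controls: no-enzyme wells low, DMSO-plus-enzyme wells high control. Test system: human recombinant His6-tagged SENP1 catalytic domain enzyme. Reagent: SFCypet-SUMO1-SFYpet FRET protein substrate, 25 nM final. Doses: one dose per compound, 10 µM, 0.5% DMSO. Detection: FRET, CFP and YFP emission. Timing: 50 min reaction at room temperature.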
SENP8 block-2: SENP8 protease inhibitors, primary screen, biochemical, luminescence | inhibition, % at 10 µM | 1.2% of 330,000 active | Sentrin-specific protease 8 (Homo sapiens), Q96LD8 | AID 2540, 2010 | purified SENP8, Z-RLRGG-aminoluciferin cleavage; in the data active = inhibition above about 50%
UBC13 inh: UBC13 polyubiquitin chain formation inhibitors, primary screen, biochemical, TR-FRET, uHTS; inhibition, % at 20 µM; Ubiquitin-conjugating enzyme E2 N (Homo sapiens), P61088; 0.47% of 330,000 active; AID 485273, 2010; in the data active = inhibition above about 45%, passing the limit was not always enough
The depositor's hits bear a star.

The first 13 compounds, ahead of the listing:
SMILES	SENP7 block	SENP6 block	beta cell repl	PfGluPho inh	SENP8 block-1	HKDC1 inhibitor	SENP1 inh	SENP8 block-2	UBC13 inh
Cc1ccnc(SCC(=O)c2ccc([N+](=O)[O-])cc2)n1	7	-11	-2	0	13	-9	1	0	-8
CN(C)CCNC(=O)C(C(=O)c1ccc(F)cc1)n1ccccc1=O (stereo not drawn)	-3	-8	2	-14	18	1	0	-3	-3
CCOC(=O)c1[nH]c(C)c(C(=O)c2cc(F)ccc2F)c1C	13	3	-5	6	0	1	-1	-4	14
CCOc1cc2c(cc1OC)C(c1cccc([N+](=O)[O-])c1)NCC2 (stereo not drawn)	-10	-8	0	-8	10	-7	2	-13	-3
Nc1ccc(-c2nc3ncccc3o2)cc1	11	-10	-1	21	-419	-6	-1	-18	4
O=C(NCC(c1ccco1)N1CCN(c2ccc(F)cc2)CC1)OCc1ccccc1 (stereo not drawn)	-3	8	-3	-10	4	7	-2	-11	-8
COc1ccc(NC(=O)NNC(=O)c2ccc(-c3ccccc3)cc2)cc1	-2	9	0	-6	-2	0	2	1	-1
CC(C)C(NS(=O)(=O)c1cccc2nsnc12)C(=O)NCCC1=CCCCC1 (stereo not drawn)	3	-2	-2	4	14	-1	0	-3	2
CC(C)c1ccc(S(=O)(=O)N2CCC3(CC2)OCCO3)cc1	4	-2	-1	4	4	-3	-1	-4	10
O=C(O)CCC(=O)N1CN2CN(C(=O)CCC(=O)O)CC([N+](=O)[O-])(C2)C1	3	-15	-4	-7	19	-3	3	-2	17
CC(=O)C1=C(O)CC(c2ccccc2)CC1=NCCc1ccccc1 (stereo not drawn)	-3	-27	1	8	11	-8	2	-7	-4
COC(=O)[C@@H]1C[C@@]2(O)[C@H](O)[C@H](O)[C@H](O)C[C@H]2N1C/C=C/c1ccccc1	4	-2	-1	10	9	-1	-2	5	4
O=C(Cn1cncn1)c1ccc(F)cc1F	-9	-23	-4	23	13	-10	-1	-16	0

Main list (from the top)
SMILES	SENP7 block	SENP6 block	beta cell repl	PfGluPho inh	SENP8 block-1	HKDC1 inhibitor	SENP1 inh	SENP8 block-2	UBC13 inh
Cc1ccnc(SCC(=O)c2ccc([N+](=O)[O-])cc2)n1	7	-11	-2	0	13	-9	1	0	-8
CN(C)CCNC(=O)C(C(=O)c1ccc(F)cc1)n1ccccc1=O (stereo not drawn)	-3	-8	2	-14	18	1	0	-3	-3
CCOC(=O)c1[nH]c(C)c(C(=O)c2cc(F)ccc2F)c1C	13	3	-5	6	0	1	-1	-4	14
CCOc1cc2c(cc1OC)C(c1cccc([N+](=O)[O-])c1)NCC2 (stereo not drawn)	-10	-8	0	-8	10	-7	2	-13	-3
Nc1ccc(-c2nc3ncccc3o2)cc1	11	-10	-1	21	-419	-6	-1	-18	4
O=C(NCC(c1ccco1)N1CCN(c2ccc(F)cc2)CC1)OCc1ccccc1 (stereo not drawn)	-3	8	-3	-10	4	7	-2	-11	-8
COc1ccc(NC(=O)NNC(=O)c2ccc(-c3ccccc3)cc2)cc1	-2	9	0	-6	-2	0	2	1	-1
CC(C)C(NS(=O)(=O)c1cccc2nsnc12)C(=O)NCCC1=CCCCC1 (stereo not drawn)	3	-2	-2	4	14	-1	0	-3	2
CC(C)c1ccc(S(=O)(=O)N2CCC3(CC2)OCCO3)cc1	4	-2	-1	4	4	-3	-1	-4	10
O=C(O)CCC(=O)N1CN2CN(C(=O)CCC(=O)O)CC([N+](=O)[O-])(C2)C1	3	-15	-4	-7	19	-3	3	-2	17
CC(=O)C1=C(O)CC(c2ccccc2)CC1=NCCc1ccccc1 (stereo not drawn)	-3	-27	1	8	11	-8	2	-7	-4
COC(=O)[C@@H]1C[C@@]2(O)[C@H](O)[C@H](O)[C@H](O)C[C@H]2N1C/C=C/c1ccccc1	4	-2	-1	10	9	-1	-2	5	4
O=C(Cn1cncn1)c1ccc(F)cc1F	-9	-23	-4	23	13	-10	-1	-16	0
Cn1c(CNC(=O)c2ccco2)nnc1SCC(=O)N1CCN(c2ccccc2F)CC1	-12	-12	-1	-7	17	-4	1	-11	-6
COc1ccccc1CNC(=O)COC(=O)c1cccc(S(=O)(=O)N2CCCC2)c1	-8	-7	-2	7	10	-5	0	-5	10
O=C(c1ccco1)N(Cc1ccc(Cl)cc1)C1CCS(=O)(=O)C1 (stereo not drawn)	-14	-29	0	-17	14	-2	-1	-10	-10
O=C(O)C1C2CC3C(OC(=O)C31)C2Cl (stereo not drawn)	2	-13	3	10	18	-11	0	-2	-1
CC(=O)N1CCN(S(=O)(=O)c2cccc(C(=O)OCc3ccc(C(C)(C)C)cc3)c2)CC1	2	2	-7	20	13	4	3	-3	13
CCOC(=O)c1c(C)[nH]c(N=Nc2ccccc2C)c1C	6	10	-4	32	28	0	0	-4	-12
Cc1ccc(-c2nc(N)c3c(-c4ccc(C)cc4)nn(C(C)(C)C)c3n2)cc1	-5	-10	1	0	-91	-5	0	-10	15
COc1cc(Cl)c(C)cc1NC(=O)CSc1nnc(CN2CCCC2)o1	4	16	0	1	10	-5	1	-5	-1
COc1ccc(Nc2ncnc3ccccc23)cc1	1	1	2	32	7	0	-2	-2	-5
Cc1noc(C)c1C(=O)Nc1nccs1	-1	5	2	-2	5	-4	2	7	-7
CCc1nc2c(cnn2-c2ccc(Cl)cc2)c(=O)n1-c1ccc2c(c1)OCCO2	-2	10	-4	12	2	-1	0	1	-4
CCOc1ccc(C(=O)Oc2cc(C)[nH]c(=O)c2[N+](=O)[O-])cc1	3	0	0	9	3	-7	0	1	-8
Cc1ccc(-c2csc3ncnc(Sc4nnc(CN5CCCCCC5=O)o4)c23)cc1	-7	4	-6	10	4	2	3	-5	11
COc1ccc(CCCc2nnc(SCC(=O)Nc3ccc(C)c(C)c3)o2)cc1	-4	-18	-3	-1	8	2	2	-8	6
Cc1nc(NC(=O)CSc2nnnn2C)sc1C	-1	-2	2	0	8	0	0	-4	5
Cc1ccc(C(C)C)c(OCC(O)CN2CC(C)OC(C)C2)c1 (stereo not drawn)	-4	-10	-1	2	19	-2	-3	2	10
CCOC(=O)c1ccc(NC(=O)N2CCN(c3cccc(OC)c3)CC2)cc1	1	-20	-3	-5	13	-2	-3	-4	1
O=C(CN1CCN(c2ccccc2F)CC1)NCc1ccccc1	-13	-24	1	-29	15	-1	0	-10	-7
Cc1cc(OCC(=O)Nc2c(C)n(C)n(-c3ccccc3)c2=O)ccc1[N+](=O)[O-]	-5	-7	0	-14	4	0	1	2	4
COc1cc(/C=C/C(=O)N2CC(C)OC(C)C2)cc(OC)c1OC (stereo not drawn)	-8	-17	-1	-12	-159	-6	1	-14	0
Cc1ccc(OCC(=O)OCC(=O)c2ccccc2)cc1C	-9	-18	0	1	10	3	1	-10	-4
Cc1cccc(-n2cnc(C(=O)N/N=C\c3ccc(Br)cc3)c2)n1	-5	6	-2	-2	30	-8	3	-5	-8
CCC1=C(OC(=O)N(CC)CC)N2C(=O)OC(=NCCc3c[nH]c4ccccc34)[C@]2(C)[C@H]2C1=CC[C@H]1C(=O)NC(=O)[C@H]12	5	-17	-1	17	7	0	1	-4	7
Cc1nc2cc(NC(=O)CS(=O)(=O)c3ccccc3)ccc2s1	-9	-4	0	-10	0	-3	-1	-10	-4
CC1(C)Cc2c(sc(NC(=O)c3ccco3)c2C#N)CO1	-7	3	-5	-9	-32	-1	-15	-21	-16
O=C(COC(=O)c1ccccc1SCC(=O)NC1CCCCC1)NC1CCCCC1	1	2	0	-8	-7	-6	-1	1	11
CC1CCN(c2ccccc2N)CC1	-3	-2	-2	-7	5	2	2	3	8

Limited to UBC13 inh (2 entries from above):
| SMILES | UBC13 inh |
| --- | --- |
| CCOC(=O)c1ccc(NC(=O)N2CCN(c3cccc(OC)c3)CC2)cc1 | 1 |
| O=C(CN1CCN(c2ccccc2F)CC1)NCc1ccccc1 | -7 |

Carrying on:
SMILES	SENP7 block	SENP6 block	beta cell repl	PfGluPho inh	SENP8 block-1	HKDC1 inhibitor	SENP1 inh	SENP8 block-2	UBC13 inh
CCN(CC)C(=O)c1sc(NC(=O)C(Sc2ccccc2)c2ccccc2)c(C(=O)OC(C)C)c1C (stereo not drawn)	-2	-5	-5	42	6	0	1	-3	-9
CCc1ccc(C2C(C#N)=C(N)C(C#N)(C#N)C3=CCC(C(C)(C)C)CC32)cc1 (stereo not drawn)	2	0	-5	22	-96	13	-24	-3	-18
O=C(Cc1cccs1)NCCS(=O)(=O)N1CCN(c2cccc(Cl)c2)CC1	-4	-6	-2	4	4	-1	-1	-7	-4
Cc1ccc(Nc2nc(/N=C/N(C)C)n[nH]2)cc1C	-5	-14	-1	-2	-2	-3	2	5	0
CC(=O)c1cc2c(=O)c3ccccc3oc2nc1C	6	18	0	-10	8	-3	-1	10	0
Cc1c(/C(O)=C2\C(=O)C(=O)N(CCCN(C)C)C2c2ccccc2)cnn1-c1ccccc1 (stereo not drawn)	0	-7	1	-13	-18	-5	0	0	-6
COn1c(-c2ccc(Cl)cc2)nc2ncccc21	5	-2	1	15	-285	0	-28	1	8
O=C(CCc1ccc(S(=O)(=O)N2CCOCC2)cc1)Nc1ccc2ccccc2c1	7	-9	-3	16	2	3	-1	-3	-6
C=CCSC1=C(C#N)C(c2ccccc2)CC(=O)N1 (stereo not drawn)	5	-2	-2	-6	8	6	1	-12	-16
CC(=O)Nc1ccc(NS(=O)(=O)c2ccc3c(c2)oc(=O)n3C)cc1	3	4	1	7	10	0	-3	5	1
C=CCc1ccc(OCCn2nnc3ccccc32)c(OC)c1	4	10	-5	0	19	3	2	-10	-9
COC(=O)c1cc(S(=O)(=O)N2CCN(c3ccc(OC)cc3)CC2)cn1C	10	1	0	-22	7	1	2	1	-3
Cc1c(C(=O)O)cnc2cc(-c3ccc(Cl)cc3)nn12	82*	91*	-4	-38	-374	4	0	82*	5
CC(C(=O)Nc1nccs1)c1ccc([N+](=O)[O-])cc1 (stereo not drawn)	0	-8	-3	11	7	-8	0	3	-2
CN(C)S(=O)(=O)c1ccc(S(=O)(=O)N2CCCC2)cc1	-5	-12	1	11	20	-4	1	-4	-3
CS(=O)(=O)N(CC(=O)Nc1ccccc1Cl)c1ccc(Cl)cc1	2	7	-1	-8	-1	1	1	-1	5
CCn1c(COc2ccc(=O)n(-c3ccccc3)n2)nnc1SCC(=O)OC	-1	15	-1	-1	6	-2	1	6	-6

Bioassay records (PubChem)
